Source: PubChem
Myeloid diff MLP – compounds promoting myeloid differentiation | calls only at 10 µM | ER-HoxA9 myeloid progenitors, lysozyme-GFP differentiation, flow cytometry | 360,000 tested, 1% active | AID 624256;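 active = normalized GFP-positive differentiation at or above the plate's own cutoff, the solvent-only control mean plus 3 SD; inconclusive = no clear call, values can overlap the other calls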;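 note: cells exposed to compound for four days before flow analysis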
NOD2 inhibition – NOD2 signaling inhibitors, cell-based, luminescence, uHTS, HEK293 (AID 1566); one-dose inhibition, % at 4 µM; EC50 in µM for titrated hits; HEK293 NOD2/NF-kB luciferase reporter, luminescence; higher % means a stronger effect; 290,000 tested, 0.63% active; note: many of its hits are not listed in these tables
HIV peptide binding – cell-free HIV fusion peptide-binding blockers – biochemical, uHTS, fluorescence dequenching, primary screen (AID 1986); 290,000 tested, 0.3% active; inhibition, % at 20 µM; hits with a dose series show IC50 in µM; cell-free peptide binding, fluorescence dequenching, 30 min; higher % means a stronger effect; in the data active = inhibition mostly above about 52%, no sharp cut-off; inactive = mostly below about 76%; note: some results filed as inactive read as strong as hits
PhoP inhibition – PhoP-dependent GFP reporter repression – Salmonella Typhimurium, primary screen (AID 1863); one-dose inhibition, % at 50 µM; IC50 in µM for titrated hits; 300,000 tested, 0.16% active; S. Typhimurium PhoP-regulated promoter GFP reporter, 4 h; higher % means a stronger effect;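 active = inhibition over 29.93%, a cutoff 3 SD above the screen mean, later confirmed by dose response; inconclusive = inhibition over 29.93% but no dose response follow-up; inactive = inhibition at most 29.93% or unconfirmed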;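 note: 0% = low Mg2+ inducing control and 100% = high Mg2+ repressing control; strong numbers were not always called active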
NOD1 inhibition – NOD1 signaling inhibitors, primary screen, cell-based, luminescence, uHTS (AID 1578); 290,000 tested, 1% active; NOD1-driven NF-kB luciferase reporter cells, luminescence; higher % means a stronger effect; one-dose inhibition, % at 4 µM; EC50 in µM for titrated hits; in the data active = inhibition mostly above about 36%, no sharp cut-off; inactive = mostly below about 34%;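 note: HEK-293T reporter cells stimulated with the NOD1 agonist gamma-tri-DAP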
LYP phosphatase – PTPN22 lymphoid phosphatase activity blockers – biochemical, fluorescence intensity, uHTS (AID 1779); recombinant LYP phosphatase, fluorescence intensity; higher % means a stronger effect; inhibition, % at 11.5 µM, or IC50 in µM where a hit was titrated; 290,000 tested, 0.054% active;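 note: plate controls were vehicle with enzyme for no effect and no enzyme for full effect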
Siah-1 displacement – Siah-1 peptide-binding antagonists, primary screen, biochemical, fluorescence polarization, rhodamine-plectin, uHTS (AID 1817); Siah-1 / rhodamine-plectin peptide fluorescence polarization; higher % means a stronger effect; displacement, % at 20 µM, or IC50 in µM where a hit was titrated; 290,000 tested, 0.02% active;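 active = displacement of at least 50% at 20 µM, with a fluorescence ratio check between 0.3 and a set limit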;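 note: plate controls were Siah plus tracer with DMSO for no effect and tracer alone without Siah for full effect; strong numbers were not always called active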
KOR beta-arrestin-1 – kappa opioid receptor blockers – cell-based, luminescence, uHTS (AID 1778) | KOR beta-arrestin recruitment, luminescence, antagonist mode; higher % means a stronger effect | inhibition, % at 10 µM, or IC50 in µM where a hit was titrated | 290,000 tested, 0.091% active; note: strong numbers were not always called active
KOR beta-arrestin-2 – KOR agonists, beta-arrestin recruitment, primary screen, cell-based, luminescence, uHTS (AID 1777); KOR beta-arrestin recruitment, luminescence; higher % means a stronger effect; 280,000 tested, 0.02% active; activation, % at 10 µM; hits with a dose series show EC50 in µM; in the data active = activation above about 50%, passing the limit was not always enough; note: a part of the inactive calls stands beside numbers as strong as those of hits
Myeloid diff MLP GFP+ MAC1+ % – second read-out of Myeloid diff MLP, no call of its own (marks repeat the call); GFP+ MAC1+ double positive, %; measured here: differentiation confirmed by MAC1 staining
Active calls of the source: *; i = inactive; ? = inconclusive; nt = not tested or not shown; [ ] = remark or other dose. Cut-off read from the data, not from the text of the source, unless noted: active = inhibition above about 50%; inactive = the rest. Not all compounds are listed (hit frequency here may not be typical).

canonical_smiles	Myeloid diff MLP	Myeloid diff MLP GFP+ MAC1+ %	NOD2 inhibition	HIV peptide binding	PhoP inhibition	NOD1 inhibition	LYP phosphatase	Siah-1 displacement	KOR beta-arrestin-1	KOR beta-arrestin-2
COC(=O)c1cc(OC)c(OC)c(OC)c1NC(=O)c1ccc(S(=O)(=O)N(C)C)cc1	i	4.2	-1.2%	-0.3%	6.0%	-28.0%	-4.9%	1.2%	-12.9%	0.3%
c1ccc(C(c2nnnn2C2CCCC2)N2CCN(c3nc4ccccc4s3)CC2)cc1 (stereo not drawn)	i	1.3	-6.6%	-1.1%	-0.2%	8.2%	-1.2%	5.5%	20.3%	-5.1%
Cc1cc(OCC(=O)NC2CC(C)(C)NC(C)(C)C2)c2c(C)c(C)c(=O)oc2c1	i	3.3	3.2%	2.6%	-5.7%	-7.2%	-9.1%	10.3%	-43.8%	2.6%
CCn1c(=N)n(CCO)c2ccccc21	i	0.2	7.5%	-1.3%	1.7%	6.7%	-11.9%	-6.6%	1.6%	6.4%
O=C(Nc1ccc(CN2CCS(=O)(=O)CC2)cc1)c1ccc(Cl)cc1	i	0.4	16.2%	1.0%	-2.3%	-12.8%	-1.2%	2.3%	3.3%	3.0%
COc1ccccc1NC(=O)C12CC3CC(C1)CC(c1ccc(C)cc1)(C3)C2	i	1.0	12.1%	2.9%	-6.6%	10.4%	-3.1%	5.5%	-2.0%	3.2%
Clc1ccc(CSc2nnc(CN3CCOCC3)n2-c2ccccc2)cc1Cl	i	0.9	3.3%	-0.2%	-0.9%	-1.3%	-10.3%	-3.1%	-11.5%	0.9%
O=c1[nH]c2ccccc2c(=O)n1CCCO	i	10.3	5.2%	-2.2%	-0.4%	11.2%	-7.7%	-7.3%	11.6%	0.1%
Nc1ccc(-c2nnc(-c3ccc(-c4ccccc4)cc3)o2)cc1	i	1.3	-56.4%	1.6%	4.2%	-69.1%	-0.8%	0.4%	-18.9%	17.7%
COc1ccc(N2CC(C(=O)N/N=C/c3cccs3)CC2=O)cc1 (stereo not drawn)	i	0.0	2.1%	1.2%	-3.1%	13.5%	-1.9%	-9.8%	-15.0%	24.8%
CCOc1ccccc1C(=O)N/N=C/c1c[nH]c2ccccc12	i	0.3	-13.4%	-3.6%	3.2%	-32.0%	2.2%	1.7%	-1.5%	-4.9%
C/C(=N/NC(=O)c1cccs1)c1c(C)[nH]n(-c2nc3ccccc3s2)c1=O	i	0.3	-46.3%	19.8%	15.9%	-29.7%	-8.9%	-0.9%	12.0%	-0.1%
CCC(C(=O)O)n1c(C(F)(F)F)nc2ccccc21 (stereo not drawn)	i	0.5	8.8%	1.6%	-9.6%	nt	-5.0%	-1.3%	6.4%	1.0%
CCc1ccc(C(=O)COC(=O)CNC(=O)CNS(=O)(=O)c2ccccc2)cc1	i	0.5	11.1%	-0.1%	-3.3%	-9.9%	-5.6%	8.8%	17.4%	-1.1%
CC(C)(CNC(=O)c1ccc([N+](=O)[O-])c(Cl)c1)CNC(=O)c1ccc([N+](=O)[O-])c(Cl)c1	i	0.6	31.7%	-2.2%	-4.5%	35.9%	3.2%	-0.8%	-37.1%	1.8%
CCOC(=O)c1ccc(N=c2scc(C)n2CC)cc1	i	0.1	-129.2%	1.7%	1.4%	-60.3%	-0.7%	0.7%	-24.5%	-0.6%
Nc1cccc(C(=O)OCC(=O)c2ccccc2)c1	i	0.5	-41.4%	4.8%	13.0%	-35.7%	-5.7%	2.6%	12.2%	1.2%
CCOC(=O)CN1C(=O)C(O)(C2CCc3ccccc3C2=O)c2ccccc21 (stereo not drawn)	i	1.0	2.2%	0.6%	-2.3%	2.6%	-8.2%	0.5%	8.0%	-1.0%
COC(=O)c1c(C)oc2ccc(N(C(=O)c3ccncc3)S(=O)(=O)c3ccc(C)cc3)cc12	?	nt	29.6%	-1.9%	5.0%	27.9%	0.2%	3.5%	-12.5%	1.5%
Cc1cc(C)nc(NS(=O)(=O)c2ccc(NC(=O)c3ccc4c(c3)OCCO4)cc2)n1	i	0.6	5.5%	2.5%	-10.4%	-42.8%	4.6%	1.4%	-36.7%	-0.9%
Cn1cnnc1SCC(=O)c1ccc2c(c1)OCO2	i	1.1	11.3%	2.5%	10.1%	-10.6%	-12.0%	1.3%	15.7%	-4.8%
CN(C)/C=C1\N=C(c2cccnc2Oc2ccc(Cl)cc2)OC1=O	i	0.4	-2.9%	-1.4%	-6.3%	-11.9%	3.8%	-0.5%	3.0%	3.9%
CCOC(=O)c1c(N)sc(-c2ccccc2)c1C	i	6.1	-20.4%	-1.0%	-0.4%	-50.7%	3.5%	0.4%	-1.3%	-2.1%
O=C(Cn1cncn1)N/N=C/c1ccc(Cl)cc1	i	0.3	16.1%	0.5%	1.9%	-26.0%	-5.4%	7.3%	20.9%	3.2%
O=C(Nc1ccccc1C(=O)O)c1cc(S(=O)(=O)Nc2cccc(F)c2)ccc1Cl	i	0.7	nt	26.8%	-5.8%	nt	-2.6%	2.6%	14.0%	1.9%
COC(=O)Cc1cc(=O)[nH]c(/N=C(\N)Nc2ccc(C)cc2)n1	i	2.3	-2.7%	2.9%	-3.1%	-25.1%	-3.5%	-5.9%	-2.9%	0.0%
N#Cc1c(Cl)nc(-c2ccncc2)nc1-c1ccccc1	i	0.3	-11.3%	0.4%	4.2%	1.4%	-5.3%	3.5%	-28.9%	-1.3%
CSc1nc(O)c(N=Nc2ccc(F)cc2F)c(=O)[nH]1	i	0.5	-3.0%	-0.9%	18.3%	-1.0%	-2.8%	-0.7%	3.4%	-0.8%
CCc1nnc(NC(=O)CCC(=O)NC2CC2)s1	i	2.3	-22.9%	2.0%	-11.9%	-34.8%	-2.2%	4.4%	0.6%	0.0%
Cc1cc(C)nc(SC(C)C(=O)Nc2ccc(S(N)(=O)=O)cc2)n1 (stereo not drawn)	i	3.1	10.9%	2.5%	5.9%	nt	-6.7%	3.1%	-27.9%	2.4%
NCCOc1ccc(C23CC4CC(CC(C4)C2)C3)cc1	i	0.2	26.6%	-1.1%	-0.8%	-20.4%	-10.0%	-10.3%	-57.1%	30.5%
COc1cccc(NC(=O)Cc2ccc3ccccc3c2)c1	i	0.3	5.5%	2.3%	-10.9%	15.2%	-9.8%	-0.2%	-28.4%[20 µM]	0.5%
Cc1onc(COc2ccccc2O)c1Br	i	0.8	0.1%	-0.3%	9.5%	-28.0%	-8.1%	1.5%	-7.5%	-4.0%
Cc1noc(NS(=O)(=O)c2ccc(NC(=O)CC34CC5CC(CC(Br)(C5)C3)C4)cc2)c1C	i	0.8	1.8%	21.4%	0.8%	-3.3%	-10.3%	-0.3%	10.8%	-1.1%
CCN(CC)CCn1c(NCc2ccc3c(c2)OCO3)nc2ccccc21	i	0.3	-5.7%	-1.0%	2.7%	-34.6%	-7.1%	2.1%	nt	nt
O=C(NN=C1CCCC1)c1ccccc1O	i	0.5	-11.1%	4.6%	3.6%	-18.5%	-8.3%	-3.0%	-2.9%	3.8%

Complete entries from above. Values in the order: Myeloid diff MLP | Myeloid diff MLP GFP+ MAC1+ % | NOD2 inhibition | HIV peptide binding | PhoP inhibition | NOD1 inhibition | LYP phosphatase | Siah-1 displacement | KOR beta-arrestin-1 | KOR beta-arrestin-2
`CCc1nnc(NC(=O)CCC(=O)NC2CC2)s1` reads i | 2.3 | -22.9% | 2.0% | -11.9% | -34.8% | -2.2% | 4.4% | 0.6% | 0.0%
`CCN(CC)CCn1c(NCc2ccc3c(c2)OCO3)nc2ccccc21` reads i | 0.3 | -5.7% | -1.0% | 2.7% | -34.6% | -7.1% | 2.1% | nt | nt

Continued.
canonical_smiles	Myeloid diff MLP	Myeloid diff MLP GFP+ MAC1+ %	NOD2 inhibition	HIV peptide binding	PhoP inhibition	NOD1 inhibition	LYP phosphatase	Siah-1 displacement	KOR beta-arrestin-1	KOR beta-arrestin-2
Cc1cc2nnc(SCC(=O)NCc3cccs3)n2c(N)n1	i	7.0	5.3%	-1.0%	0.3%	-2.0%	-3.7%	2.4%	-13.2%	5.8%
O=C(NCC1CCCO1)Nc1cccc(Cl)c1 (stereo not drawn)	i	0.8	-8.6%	3.1%	-11.2%	nt	-1.2%	1.5%	-11.3%	4.9%
CCN(CC)CCN1C(=O)C2C(C(=O)Nc3cc(C)cc(C)c3)C3C=CC2(O3)C1C(=O)NC1CCCCC1 (stereo not drawn)	i	0.8	0.1%	1.5%	-12.3%	-23.3%	-9.6%	-1.6%	-23.5%	0.8%
CC1(C)Cc2ccccc2C(=NCC(=O)O)N1	i	0.5	11.8%	0.1%	5.0%	-22.1%	-2.8%	-1.2%	-28.4%[20 µM]	nt
Cc1ccc(N/C=C/C(=O)c2cccs2)cc1	i	0.5	-214.0%	-0.4%	-0.2%	-21.3%	-1.5%	7.0%	19.5%	-5.2%
CCS(=O)(=O)c1nc(S(=O)(=O)c2ccc(C)cc2)c(NCCCN2CCCC2=O)s1	i	7.3	9.0%	0.3%	-6.3%	-15.6%	-10.4%	-0.6%	-36.7%	-0.6%
COc1ccccc1N1CCN(CCCCN2C(=O)C3CCCCN3C2=O)CC1 (stereo not drawn)	i	0.2	-9.6%	1.4%	-2.0%	-37.5%	-8.7%	2.9%	-43.1%[20 µM]	8.7%
CC(=O)Nc1c(O)nc(SCC(=O)Nc2sc3c(c2C#N)CCCCCC3)[nH]c1=O	i	1.9	3.6%	-0.4%	-7.3%	-10.3%	4.6%	3.7%	24.7%	-6.4%
Cc1cccc(C)c1NS(=O)(=O)c1ccc(NC(=O)c2ccc(Cl)c([N+](=O)[O-])c2)cc1	i	0.5	-3.1%	-2.4%	13.8%	-31.7%	5.2%	5.9%	-15.2%	3.7%
S=C(NCCN1CCOCC1)Nc1ccc(Cl)c(Cl)c1	i	0.4	23.2%	0.0%	0.6%	-15.5%	-13.7%	-0.4%	-3.4%[20 µM]	-1.8%
Cc1c(C#N)c2ccccc2n1CC(=O)N1CCc2ccccc2C1	i	2.3	-12.3%	-0.7%	nt	-23.7%	2.4%	2.4%	30.9%	1.4%
Cc1cc(C)c(NC(=O)CN2CCN(c3ccccn3)CC2)c(C)c1	i	1.3	-11.5%	0.8%	-4.5%	-24.9%	-6.4%	-1.5%	-41.8%	-0.4%
O=C(COC(=O)c1ccco1)c1ccc2ccccc2c1	i	0.7	9.4%	2.0%	3.1%	-15.2%	-8.9%	0.8%	4.7%	-1.7%
Cc1nc2nc(NC(=O)c3ccco3)nn2c(C)c1Cl	i	0.4	-18.8%	2.5%	-5.7%	-35.3%	-6.2%	-1.9%	-4.5%	-1.9%
COc1cccc2c(=O)n(CC(=O)NC3CCCC3)ccc12	i	0.9	7.1%	-1.6%	4.2%	-13.6%	-0.5%	10.2%	10.4%	-2.7%
O=C(Nc1ccc(Cl)cc1)C1CC(=O)n2c(nc3ccccc32)N1 (stereo not drawn)	i	0.2	6.0%	1.2%	8.0%	-38.0%	-8.0%	1.7%	-37.8%	-2.4%
COc1ccc(CN2C(=O)c3cccnc3C2=O)cc1S(=O)(=O)N1CC(C)Oc2ccccc21 (stereo not drawn)	i	0.0	-7.2%	-1.9%	-5.3%	-19.2%	-1.6%	6.1%	-17.9%	-2.7%
